# AID2073: inhibitors of Mint1-CaV2.2 protein interaction, biochemical, HTRF (AID 2073) | Voltage-dependent N-type calcium channel subunit alpha-1B (Homo sapiens) | HTRF protein-protein interaction, Mint1-CaV2.2; higher % means a stronger effect | inhibition, % at 20 µM, or IC50 in µM where a hit was titrated | 290,000 compounds, 0.19% hits; in the data active = inhibition mostly above about 51%, no sharp cut-off; inconclusive = no clear call, values can overlap the other calls; inactive = mostly below about 53%; also: some results filed as inactive read as strong as hits
# Ins promoter up: insulin promoter activators in MIN6 cells, imaging, high-content screening, mouse beta cells; AID 1625, 2009; z-score at 5 µM; 190,000 compounds, 0.3% hits; MIN6 insulin promoter-GFP reporter; active compounds read high;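 active = z-score above 3 at 5 µM with at least 500 cells counted in the well; inconclusive = wells under 500 cells, flagged as cytotoxic or low count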
# Autophagy mod: autophagy modulators in MEF cells, primary screen, imaging, high-content, MEF GFP-LC3 | MEF GFP-LC3 puncta imaging; test concentration mostly 10 µM | AID 463193, 2010 | calls only at 10 µM (by protocol) | 190,000 compounds, 0.98% hits;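 active = percentage of spot-positive cells more than 3 SD above its plate mean, without a fluorescence outlier flag or 80% toxicity; inconclusive = no clear call, values can overlap the other calls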;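 also: spot-positive cell cutoff set from DMSO-treated cells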
# HIV fusion peptide: inhibitors of HIV fusion peptide binding, primary screen, biochemical, uHTS, fluorescence dequenching (AID 1986); cell-free peptide binding, fluorescence dequenching, 30 min; higher % means a stronger effect; inhibition, % at 20 µM, or IC50 in µM where a hit was titrated; 290,000 compounds, 0.3% hits; in the data active = inhibition mostly above about 52%, no sharp cut-off; inactive = mostly below about 76%; also: some results filed as inactive read as strong as hits
# MT stabilize HCS: microtubule stabilizers in HeLa cells, primary screen, imaging, high-content imaging; HeLa tubulin immunostaining HCS, 24 h; share of cells brighter than vehicle mean+2SD; % tubulin-high responders, % at 10 µM; 200,000 compounds, 0.83% hits;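 active = plate Z-score above 3 for both tubulin-high and condensed-nucleus cell shares, with cell loss under 80%, at 10 µM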;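 also: anti alpha tubulin signal scored within the nucleus-defined area of each cell; some results filed as inactive read as strong as hits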
# Yfh1-depleted yeast: enhancers of respiration in Yfh1-depleted yeast, dose response, Friedreich's ataxia, plus single-dose screen (AID 1465); S. cerevisiae Yfh1-off respiration, WST-1 reduction, 72 h; higher fold induction means a stronger effect; fold induction at 50 µM; hits with a dose series show EC50 in µM; 220,000 compounds, 0.074% hits;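 active = fold induction of absorbance versus untreated yeast above a set limit, then at least 30% activation at any dose in follow-up; inconclusive = repeats straddling the limit, or above it without dose testing; inactive = fold induction below the set limit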;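 also: activators that raise dye reduction in frataxin-depleted yeast; strong numbers were not always called active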
# Dynein cargo inh: inhibitors of GR-EGFP nuclear translocation, primary screen, dynein cargo transport inhibitor project, imaging, high-content, 3617.4 mouse cells. test concentration mostly 20 µM; stimulated with dexamethasone, 1 µM; active compounds read low. 220,000 compounds, 0.47% hits. z-score, hits read low;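 active = plate z-score of nuclear minus cytoplasmic receptor signal below a set negative limit, without overly bright fluorescence or cell loss, cut at about -3.5 in these data, passing the limit was not always enough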;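 also: z-score of nuclear minus cytoplasmic ring GR-EGFP intensity difference per well; some compounds called inactive have numbers as strong as hits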
#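 Also added – dexamethasone, 1.0 µM final · Buffer or medium – tet-free, stripped-serum medium · Schedule – induction 48 h, compound 1 h, agonist 30 min · Detection – formaldehyde fixation, Hoechst nuclear stain, 10x automated fluorescence imaging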
# WT yeast gro inh: growth inhibition of WT strain, primary screen, mitochondrial fusion inhibitor project, WT and mutant strains, chemical genetic; mitochondrial fusion phenotypic screen; inhibition, % at 10 µM; 190,000 compounds, 2.1% hits; in the data active = inhibition above about 58%; tested in S. cerevisiae
# b-catenin transl: modulators of beta-catenin nuclear translocation, primary screen, imaging, HeLa cells, immunofluorescence, high-content; AID 1665, 2009; nuclear translocation activity, % at 5 µM; 190,000 compounds, 0.3% hits;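 active = nuclear translocation activity above 50% at 5 µM, with a well cell count of 50 or more; inconclusive = wells under 50 cells across six images, flagged as toxic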;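 also: per-cell ratio of nuclear to cytoplasmic median beta-catenin stain intensity; plate controls were DMSO negative control for no effect and GSK-3 inhibitor IX positive control for full effect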
#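 Read-out: Nuclear/cytoplasmic beta-catenin signal ratio, % activation | Assay system: Human HeLa cell line | Times: 24 h compound exposure at 37°C, 5% CO2 | Signal: Fluorescence imaging of beta-catenin antibody stain plus DAPI | Dosing: 5 µM primary, 0.02–20 µM confirmation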
# WT yeast gro inh mutant strain: second read-out of WT yeast gro inh, no call of its own (marks repeat the call); inhibition, %; mitochondrial fusion phenotypic screen, mutant strain inhibition
# Dynein cargo inh cytoplasmic EGFP: also measured in Dynein cargo inh; calls as there; z-score; measured here: cytoplasmic GR-EGFP intensity; active compounds read high
# Dynein cargo inh nuclear GR-EGFP: recorded beside Dynein cargo inh, whose call it bears; z-score; measured here: nuclear GR-EGFP intensity;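 lower value marks the stronger effect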
# Dynein cargo inh cell count: recorded beside Dynein cargo inh, whose call it bears; z-score; measured here: cell count per field
# Ins promoter up cell count: further read-out of Ins promoter up, marked with its call; cell count; measured here: cytotoxicity, nuclei count;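 total cells summed across four imaged fields per well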
# b-catenin transl cell count 5 µM: recorded beside b-catenin transl, whose call it bears; cell count; measured here: cell count, cytotoxicity flag
# MT stabilize HCS Hoechst-high %: further read-out of MT stabilize HCS, marked with its call; % Hoechst-high responders; measured here: nuclear condensation Hoechst responders;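 share of cells brighter than vehicle mean plus two SD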
# MT stabilize HCS cytotoxicity %: also measured in MT stabilize HCS; calls as there; toxicity, %; measured here: cytotoxicity by cell density;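 0% = mean cell density of plate MIN control wells and 100% = no cells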
# Autophagy mod cell loss 18 h: further read-out of Autophagy mod, marked with its call; toxicity, %; measured here: cell loss, nuclei count;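 cell loss after 18 h compound exposure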
# An asterisk follows results filed as active; i = inactive; ? = inconclusive; . = no result given.
mol,AID2073,Ins promoter up,Ins promoter up cell count,Autophagy mod,Autophagy mod cell loss 18 h,HIV fusion peptide,MT stabilize HCS,MT stabilize HCS Hoechst-high %,MT stabilize HCS cytotoxicity %,Yfh1-depleted yeast,Dynein cargo inh,Dynein cargo inh cytoplasmic EGFP,Dynein cargo inh nuclear GR-EGFP,Dynein cargo inh cell count,WT yeast gro inh,WT yeast gro inh mutant strain,b-catenin transl,b-catenin transl cell count 5 µM
O=C(CC(c1ccccc1)c1ccccc1)NCc1cccnc1,-6%,.,.,i,-7,-0.2%,4.4,2.9,5.7,i,-0.6,-0.26,-0.47,-0.061,4,-12,3.3,435
N/C(=N/OCc1cccc([N+](=O)[O-])c1)c1nonc1N,1%,-0.12,1421,i,-3,-1.6%,5.8,3.2,7.9,i,0.19,-0.25,0.15,-0.91,-9,-8,.,.
O=c1c2c(nc3cc(-c4cccc(Cl)c4)[nH]n13)CCCC2,-2%,1.3,1393,i,1,-0.7%,1.1,1.8,3.7,i,-0.48,-0.29,-0.4,0.95,-6,5,-2.6,1095
CC(C)(C)C(=O)C[n+]1cccc(C(N)=O)c1,-7%,-0.96,1652,i,19,0.5%,4.8,1.1,6.1,i,-0.63,-0.21,-0.053,0.26,3,3,-1.3,1080
O=C(Nc1ccc(Oc2ccc(NC(=O)Nc3ccc([N+](=O)[O-])cc3)cc2)cc1)Nc1ccc([N+](=O)[O-])cc1,17%,-1.9,866,.,.,-1.3%,.,.,.,i,-0.78,-0.3,-0.42,1.2,.,.,-0.5,1085
COC(=O)c1ccc(COC(=O)CNC(=O)c2ccco2)cc1,-7%,1.9,851,i,-4,-1.0%,1.6,1.3,9.0,i,-0.7,-0.29,-0.26,0.94,3,3,2.2,996
CCn1c(C(c2ccccc2)c2ccccc2)n[nH]c1=S,5%,-0.27,878,i,-12,3.0%,0.7,0.9,7.0,i,-0.69,-0.23,-0.25,0.89,-27,-35,.,.
CC(=O)Nc1sc(N/N=C/c2ccc(N(C)C)cc2)nc1-c1ccc(C)cc1,-26%,-0.15,1154,.,.,-2.9%,.,.,.,i,-0.41,-0.13,-0.27,-0.024,.,.,0.6,1278
CCCCSc1nc2c(c(=O)[nH]c(=O)n2C)n1CCc1ccccc1,33%,-1.7,1741,.,.,1.9%,.,.,.,i,.,.,.,.,24,12,0.3,1123
CC(C)NC(=O)c1ccc(OC2CSC2)cc1,3%,-0.2,1463,i,3,-0.6%,2.2,1.6,4.7,i,1.6,-0.21,-0.45,-0.87,-4,-9,-0.2,1450
Cc1ccc(N2C(=O)N(C(C)C)C(C)(C)CC2(C)O)cc1 (stereo not drawn),-6%,-0.43,1492,.,.,0.1%,.,.,.,i,0.73,0.23,0.33,0.52,.,.,-3.3,1097
COC(=O)c1ccc(NC(=O)CN2CCN(c3ccccn3)CC2)cc1,3%,-0.37,1321,i,-5,0.9%,2.5,0.9,4.0,i,-0.41,-0.37,-0.23,0.04,-23,-7,-3.0,1115
CC1CN(C2CCN(C(=O)c3ccccc3)CC2)CC(C)O1 (stereo not drawn),-5%,0.08,1331,i,11,-0.3%,3.9,1.8,1.1,i,1.5,-0.18,1.3,-0.6,-8,-3,0.4,1024
CCNC(=S)Nc1ccc(C)c(Cl)c1,1%,-0.12,1179,i,4,-3.2%,2.0,3.0,10,i,-0.98,-0.24,-0.26,0.017,1,-2,1.7,512
CCOc1ccc(C2C=C(c3ccccc3)Nc3nnnn32)cc1 (stereo not drawn),-2%,.,.,i,11,-1.5%,2.3,1.6,4.9,i,-0.5,-0.32,-0.33,0.18,-13,4,.,.
CCC(C)(C)NC(=O)C(c1ccc(O)cc1)N(C(=O)Cn1nnc2ccccc21)c1ccc(NC(C)=O)cc1 (stereo not drawn),13%,-0.99,1048,.,.,2.2%,.,.,.,i,0.33,-0.23,0.58,-0.19,.,.,1.2,1243
COc1ccc(NS(=O)(=O)c2ccc(Oc3ncccn3)cc2)cc1,-4%,-0.65,1162,.,.,-1.2%,2.4,1.7,3.6,i,1.5,-0.27,1.1,-0.2,5,5,-1.0,1094
CCOc1cc(CNCCSc2nnnn2C)cc(Br)c1OCc1ccc(F)cc1,-5%,-0.55,1328,i,3,-2.1%,5.3,3.4,2.3,i,-0.28,0.26,-0.04,0.16,32,28,1.0,1033
Cn1nccc1C(=O)N1CCCC(C(=O)c2cccc3ccccc23)C1 (stereo not drawn),?,.,.,i,-4,-0.6%,3.2,5.0,6.1,i,-2.2,-0.21,-1.1,0.43,18,-10,1.7,930
CCOc1cc(S(=O)(=O)n2cc(-c3ccc(F)cc3)c(N)n2)cc(OCC)c1OCC,0%,.,.,i,-6,1.7%,3.2,1.2,11,i,0.55,-0.24,0.22,0.065,19,23,.,.
CCCCNS(=O)(=O)C1CCS(=O)(=O)C1 (stereo not drawn),4%,-0.73,880,i,36,2.8%,1.8,1.6,6.1,i,-0.74,-0.24,-0.24,0.56,7,17,-1.1,1127
C#Cc1ccc([C@@H]2C=C(C(=O)O)O[C@H](OCc3ccc(CO)cc3)C2)cc1,44%,0.82,1123,i,-14,12%,2.8,1.3,6.6,i,-0.58,-0.31,-0.032,-0.035,1,10,-2.3,1114
O=C(NCCc1ccccc1)C1CCCN(C(=O)NC2CCCCC2)C1 (stereo not drawn),-2%,-0.01,1374,i,-3,3.8%,1.7,1.3,12,i,0.072,-0.22,0.2,0.15,-6,-19,0.6,1146
CCCCc1ccc(NC(=S)NCCO)cc1,-8%,-0.33,1574,i,11,0.6%,2.5,2.2,7.3,i,0.4,-0.26,0.29,-0.39,10,19,-2.2,1043
CCCC(=O)Nc1ccc(C(=O)N/N=C2\CC(=O)CC(C)(C)C2)cc1,0%,0.47,1087,i,2,-1.0%,3.0,1.7,4.4,i,-1.1,-0.16,-0.39,0.73,-4,4,2.7,1216
CCOC(=O)c1ccc(N=c2sc(C(=O)OC)cc(=O)n2Cc2ccc3c(c2)OCO3)cc1,3%,0.45,1092,i,4,-3.6%,4.9,4.3,2.9,i,-3,0.31,-1.6,0.6,2,-14,4.5,1147
Cc1nnsc1C(=O)NNS(=O)(=O)c1ccccc1,-2%,-0.18,1505,i,0,-0.2%,4.1,2.2,1.7,i,1.2,0.057,-0.47,-0.75,4,-5,-3.7,1413
COC(=O)C1C(O)=C(C=Nc2cccc3ccccc23)C(=O)CC1(C)C (stereo not drawn),10%,0.17,1084,.,.,-1.0%,.,.,.,i,-0.27,-0.18,0.23,0.15,.,.,0.6,1293
CCOC(=O)c1[nH]cnc1C(=O)O,19%,0.84,1112,i,-19,0.3%,5.3,3.1,9.0,i,0.14,-0.19,0.59,-0.78,-12,1,-1.0,1182
COc1ccc(CCNC(=O)c2cccnc2SC)cc1,3%,-0.41,1385,i,1,-0.4%,4.2,1.7,3.8,i,-0.072,-0.15,0.046,-0.34,-2,-31,-0.5,1122
COC(=O)[C@@]1(Cc2ccc(F)cc2)[C@H]2c3cc(C(=O)N(C)C)n(Cc4nc5ccccc5[nH]4)c3C[C@H]2CN1C(=O)c1ccccc1,16%,0.19,782,i,-9,11%,3.6,3.1,0.7,i,0.22,-0.13,0.53,-0.11,7,-12,-4.1,351
CC(C)CNS(=O)(=O)c1ccc(S(=O)(=O)N2CCCN(Cc3ccccc3)C2)cc1,3%,-1.9,866,i,11,-0.5%,3.0,2.8,0.1,i,-0.47,-0.2,-0.11,0.16,83*,-4.0*,1.4,795
C/C(N)=C(/C#N)C(=O)COc1ncnc2ccccc12,.,.,.,i,-9,.,5.6,3.4,8.4,i,-0.87,-0.23,-0.28,0.97,0,-12,.,.
Cn1cc(Br)c(C(=O)Nc2nccs2)n1,-2%,0.52,1207,i,8,0.0%,3.9,3.0,7.4,i,1.8,-0.058,0.38,-1.2,-8,-16,0.8,517
Cc1sc(=NC(=O)c2ccco2)n(C)c1-c1ccc(F)cc1,9%,-0.04,1655,i,1,0.0%,1.0,1.3,3.9,i,-0.27,-0.18,0.017,0.2,-1,-12,1.0,1342
COc1cc2c(cc1OC)C(C)N(C(=O)c1cccs1)CC2 (stereo not drawn),-10%,0.49,1450,i,-5,-0.6%,24*,37*,35*,i,-0.17,-0.22,0.24,0.04,-14,3,-0.1,1479

# 2 compounds picked at random from the list so far, as already listed:
mol,AID2073,Ins promoter up,Ins promoter up cell count,Autophagy mod,Autophagy mod cell loss 18 h,HIV fusion peptide,MT stabilize HCS,MT stabilize HCS Hoechst-high %,MT stabilize HCS cytotoxicity %,Yfh1-depleted yeast,Dynein cargo inh,Dynein cargo inh cytoplasmic EGFP,Dynein cargo inh nuclear GR-EGFP,Dynein cargo inh cell count,WT yeast gro inh,WT yeast gro inh mutant strain,b-catenin transl,b-catenin transl cell count 5 µM
CCOC(=O)c1[nH]cnc1C(=O)O,19%,0.84,1112,i,-19,0.3%,5.3,3.1,9.0,i,0.14,-0.19,0.59,-0.78,-12,1,-1.0,1182
C/C(N)=C(/C#N)C(=O)COc1ncnc2ccccc12,.,.,.,i,-9,.,5.6,3.4,8.4,i,-0.87,-0.23,-0.28,0.97,0,-12,.,.

# Bioassay records from PubChem BioAssay.
